# Compound activity (PubChem BioAssay)
# NPYLR7 agonist = agonists of mosquito NPYLR7 receptor, primary screen, cell-based, Aedes aegypti, calcium fluorescence, mosquito biting behavior; AID 1259423, 2018; Aedes aegypti neuropeptide Y-like receptor 7 (NPYLR7); HEK293T NPYLR7/Galpha15, GCaMP6s calcium fluorescence; activation, % at 10 µM; actives 0.15% (n = 270,000); in the data active means activation above about 40%;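 further: 0% = vehicle and 100% = reference agonist at the receptor; some compounds past the cut are filed as inactive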
# hcGAS lum = Primary biochemical luminescence assay for human cyclic GMP-AMP synthase inhibitors. Q8N884. recombinant h-cGAS, ATP depletion, Kinase-Glo luminescence. inhibition, % at 12.5 µM. actives 0.081% (n = 290,000). AID 1259398, 2018;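 further: 0% = vehicle reaction and 100% = reaction without DNA for no activity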
# Target sequence (Q8N884 whole entry, looked up): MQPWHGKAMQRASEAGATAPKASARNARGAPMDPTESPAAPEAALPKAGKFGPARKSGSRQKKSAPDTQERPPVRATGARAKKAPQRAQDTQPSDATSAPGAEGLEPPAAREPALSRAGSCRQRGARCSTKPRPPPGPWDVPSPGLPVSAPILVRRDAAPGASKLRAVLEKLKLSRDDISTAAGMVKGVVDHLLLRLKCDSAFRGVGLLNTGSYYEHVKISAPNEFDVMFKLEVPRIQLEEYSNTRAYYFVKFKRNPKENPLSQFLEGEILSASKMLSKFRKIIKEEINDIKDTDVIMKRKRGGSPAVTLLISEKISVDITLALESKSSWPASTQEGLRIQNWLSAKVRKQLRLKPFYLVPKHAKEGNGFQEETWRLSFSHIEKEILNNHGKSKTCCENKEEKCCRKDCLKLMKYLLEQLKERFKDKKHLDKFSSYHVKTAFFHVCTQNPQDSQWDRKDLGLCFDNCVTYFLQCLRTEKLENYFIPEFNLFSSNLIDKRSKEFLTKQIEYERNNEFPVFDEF
# mcGAS inh = cyclic GMP-AMP synthase inhibitors, mouse, primary biochemical chemiluminescence; Q8C6L5; recombinant cGAS, Kinase-Glo ATP depletion luminescence; inhibition, % at 12.5 µM; actives 0.15% (n = 160,000); AID 1259399, 2018;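 further: 0% = negative control wells and 100% = reference inhibitor with no enzyme activity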
# Numbers without * were called inactive; nt = no result given; & = joins results of further samples. Unless noted, no stated cut-off is given here; in the data, active means inhibition above about 40%; inactive means the rest.
SMILES,NPYLR7 agonist,hcGAS lum,mcGAS inh
Cc1nnc(SCC(=O)Nc2nc(-c3ccccc3)ns2)s1,1,0,-5
Cc1c(C(=O)NC(C)c2cccc(Cl)c2)oc2c1C(=O)CCC2 (stereo not given),6,-4,nt
COCC(c1ccccn1)N(C)C(=O)c1cccc(-n2nc(C)cc2C)c1 (stereo not given),-2,-4,nt
Cc1ccccc1C(=O)Oc1c(S(=O)(=O)c2ccccc2)c(C)nn1C(C)(C)C,1,-5,-8
COc1cccc(Cc2nsc(N3CCCN(C(=O)Nc4cccc(C)c4)CC3)n2)c1,-5,-2,0
COc1cccc(NC(=O)N2CCCN(c3nc(Cc4ccc(F)cc4)ns3)CC2)c1,0,-3,-5
Cc1cc(NC(=O)c2cccc(CN3CCNC(=O)C3)c2)n(C)n1,-8,-2,3
CCCn1c(=O)c2c(nc3n(-c4ccc(Cl)cc4)c(C)c(C)n23)n(C)c1=O,2,-2,-7
CC(C)(C)c1ccc(S(=O)(=O)N2CCC3(CC2)C(=O)N(CC(=O)N2CCCC2)CN3c2ccccc2)cc1,16,-10,-6
c1ccc([C@H]2CN3CCSC3=N2)cc1,-8&0&3,-2&-5&-6,-4&-3
Cc1ccc(CN(C)S(=O)(=O)c2cn(C)c(Cl)n2)cc1,0,-7,nt
O=C(NCC1CC1)c1nnc2n1CCN(C(=O)Cc1ccccc1)C2,-2,5,nt
CCOc1ccc(CN2CCN(Cc3cccc(-n4cccn4)c3)CC2CCO)cc1 (stereo not given),6,2,nt
N#Cc1cccc(CSc2nc(Oc3ccc4c(c3)OCO4)cc(-c3ccccc3)n2)c1,3,-2,nt
CCC(C(=O)N1C[C@H]2CC=CC[C@H]2C1)N1Cc2ccccc2C1=O (stereo not given in full),nt,-3,-4
Cc1cc(=O)c(C(=O)N(C)CC(=O)Nc2cccc(F)c2)nn1-c1ccccc1Cl,-1,0,-5
O=S(=O)(CCS(=O)(=O)c1ccccc1)OCC(F)(F)F,6,-4,nt
COc1cccc(NC(=O)c2ccc(CSC)o2)c1,4,-9,nt
CC(C(=O)N1CCCC1)N1CCN(C(=O)c2cc(C#N)c[nH]2)CC1 (stereo not given),2,-7,nt
Cc1cc(C(=O)NCCc2ccccc2Br)n(C)n1,3,-6,nt
Cc1ccc2nc(NC(=O)c3ccc(Br)cc3)sc2c1,-1,-7,nt
CC(C)N(CC(F)(F)F)C(=O)CNc1cc(CO)ccc1Cl,8,-14,nt
COCc1nc(N2CCN(C(=O)c3ccc(Br)cc3)CC2)c2c3c(sc2n1)CCCC3,-9,-6,-4
CC(=O)c1ccc(NC(=O)Oc2ccccc2)cc1,8,-7,nt
CCOC(=O)c1cccnc1N1CCCC(CCC(=O)Nc2ccc(OC)cc2C)C1 (stereo not given),16,-10,-11
CC(/C=N\NC(=O)CNC(=O)C(c1ccccc1)c1ccccc1)=C\c1ccco1,-1,-5,nt
COc1cccc(CNC(=O)Cn2c(=O)c(N3CCCCC3)nc3ccccc32)c1OC,-1,-2,-3
Cn1ncc2c(NCc3cn[nH]c3-c3cccs3)nc(C(C)(C)C)nc21,3,-7,-10
O=[N+]([O-])c1ccc2[nH]c(O)c(N=Nc3ccc(F)cc3F)c2c1,-1,-6,nt
O=C(OCc1cc(-c2ccc3c(c2)OCCO3)on1)c1nc2ccccc2s1,-1,-3,nt
Cc1cc(C)cc(CS(=O)Cc2cccc(S(=O)(=O)N(C)C)c2)c1 (stereo not given),12,-9,nt
CC(=O)N1CCN(c2ccc(C(=O)N3CCCN(Cc4ccccc4)CC3)cn2)CC1c1ccccc1 (stereo not given),-2,-3,-3
CC(Sc1ncn(-c2ccccc2)n1)C(=O)Nc1ccc(N(C)C)cc1 (stereo not given),11,-7,nt
O=C1OCCC1Sc1nc(-c2ccccc2)c(-c2ccccc2)[nH]1 (stereo not given),1,-1,nt
Cc1ccc(S(=O)(=O)Cc2noc([C@@H]3C[C@@H](O)CN3)n2)cc1,-8,-5,-7
Cc1nccn1CCC1CCCCN1C(=O)CCCS(N)(=O)=O (stereo not given),nt,-10,-6
O=C(c1cc(F)ccc1F)C1CCCN(C(=O)C2=CCCC2)C1 (stereo not given),0,-12,nt
CCN1CCCn2nc(C3CCN(C(=O)C4CCCO4)CC3)cc2C1=O (stereo not given),nt,-7,-3
Cc1ccc(-c2nc(CN3CCN(c4ncnc5ccccc45)CC3)c(C)o2)o1,27,-6,-11
CN(C)S(=O)(=O)N1CCCC2(C1)C(=O)Nc1ccccc12 (stereo not given),2,-1,-15

# Exported with two lines to a compound: part of the list above
# Sequence of screens: NPYLR7 agonist, hcGAS lum, mcGAS inh
- CCOC(=O)c1cccnc1N1CCCC(CCC(=O)Nc2ccc(OC)cc2C)C1 (stereo not given)
→ 16, -10, -11
- CC(/C=N\NC(=O)CNC(=O)C(c1ccccc1)c1ccccc1)=C\c1ccco1
→ -1, -5, nt
- COc1cccc(CNC(=O)Cn2c(=O)c(N3CCCCC3)nc3ccccc32)c1OC
→ -1, -2, -3
- Cn1ncc2c(NCc3cn[nH]c3-c3cccs3)nc(C(C)(C)C)nc21
→ 3, -7, -10
- O=[N+]([O-])c1ccc2[nH]c(O)c(N=Nc3ccc(F)cc3F)c2c1
→ -1, -6, nt
- O=C(OCc1cc(-c2ccc3c(c2)OCCO3)on1)c1nc2ccccc2s1
→ -1, -3, nt
- Cc1cc(C)cc(CS(=O)Cc2cccc(S(=O)(=O)N(C)C)c2)c1 (stereo not given)
→ 12, -9, nt
- CC(=O)N1CCN(c2ccc(C(=O)N3CCCN(Cc4ccccc4)CC3)cn2)CC1c1ccccc1 (stereo not given)
→ -2, -3, -3
- CC(Sc1ncn(-c2ccccc2)n1)C(=O)Nc1ccc(N(C)C)cc1 (stereo not given)
→ 11, -7, nt
- O=C1OCCC1Sc1nc(-c2ccccc2)c(-c2ccccc2)[nH]1 (stereo not given)
→ 1, -1, nt
- Cc1ccc(S(=O)(=O)Cc2noc([C@@H]3C[C@@H](O)CN3)n2)cc1
→ -8, -5, -7
- Cc1nccn1CCC1CCCCN1C(=O)CCCS(N)(=O)=O (stereo not given)
→ nt, -10, -6
- O=C(c1cc(F)ccc1F)C1CCCN(C(=O)C2=CCCC2)C1 (stereo not given)
→ 0, -12, nt

# New compounds follow:
SMILES,NPYLR7 agonist,hcGAS lum,mcGAS inh
Cc1nc(CNC(=O)CC2C(=O)NCCN2Cc2ccoc2)nc2c1CCCC2 (stereo not given),4,-2,-4
O=C(c1ccc(CSc2ccc(Cl)cc2)cc1)N1C2CCC1CC(Oc1ccc(F)cc1F)C2 (stereo not given),9,-11,-6
O=C(c1cc2ccccc2s1)N1CCC(c2cn(Cc3cccc(F)c3)c3ccccc23)CC1,nt,-6,-5
COC(=O)C1=C(C)N=c2s/c(=C\c3ccc(OC(C)=O)cc3)c(=O)n2C1c1ccc(OC)cc1 (stereo not given),-6,0,-2
N#Cc1cccc(CNCc2ccc(N3CCCC3)cc2)c1,0,-2,-1
O=C(CNC(=O)c1cccc(Cl)c1)Nc1ccc(-n2cncn2)nc1,-3,4,nt
CCNC(=O)Nc1cn(C)c2ccccc12,2,-5,-11
CC1(C(=O)NCc2cccc3ccccc23)CCN1Cc1ccc(-n2ccnc2)cc1 (stereo not given),-4,3,-1
CCNC(=O)C1(C)CCN1CCS(=O)(=O)c1ccc(C)cc1 (stereo not given),0,1,nt
CN1CCN(c2ncccc2CNC(=O)C2=Cc3ccccc3OC=C2)CC1,1,-3,nt
CCCC(=O)N1CCC1(C)C(=O)NCc1ccc(SC)cc1 (stereo not given),3,-14,-8
CCN(CC)CCNC(=O)c1sc2nc(-c3ccccc3)cn2c1C,-2,3,-4
COCCN(CC(=O)N(CCc1c[nH]c2ccccc12)Cc1ccc(OC)c(OC)c1)S(=O)(=O)c1ccc(Cl)c([N+](=O)[O-])c1,-16,-4,4
O=C(C1CN(C(=O)c2cc(Cl)c3c(c2)OCO3)c2ccccc2O1)N1CCCCC1 (stereo not given),5,-11,nt
Cc1cccc(C2CC2C(=O)Nc2ccn(CCCC#N)n2)c1 (stereo not given),10,-9,nt
CNC(=O)[C@H]1C[C@]2(CCCCN(C)C2=O)N(C(=O)CC2CCCC2)[C@H]1c1ccccc1,2,-4,-8
Cc1cc(C(=O)N2C3CCC(O)(CC3)[C@@H]2[C@@H](O)c2ccccc2)c(C)o1,7,1,-7
COC(=O)CCCCC(=O)NCc1ccc(-c2ncc(-c3cccc(OC)c3)[nH]2)cc1,0,0,-3
O=C(NCCn1ccnc1)C1(Oc2ccc(Cl)cc2)CCNCC1,-17,-2,-1
CN1CCC(OC(c2ccccc2)c2ccccc2)CC1,-3&-3&2,1&0&-8,-5
CCOc1ccc(CC(=O)NCCc2cc3ccc(OC)cc3[nH]c2=O)cc1,8,-12,-10
Cc1nn2c(=O)cc(CN(Cc3cc4c(s3)CCC4)C(C)C)nc2s1,-1,-12,nt
Cc1nn(C)c(Cl)c1-c1c(-c2ccccc2)ncn1C[C@H]1CCCN1,-8,1,-5
COCCNC(=O)C1(C)CCCN(CCC(=O)c2ccc(F)cc2)C1 (stereo not given),10,-3,0
COc1ccc(-n2c(SCc3ccc(C(=O)Nc4ccc5c(c4)OCO5)cc3)nnc2-c2cccs2)cc1,nt,-2,-4
COc1cc(C2=NNC3SC=C(c4ccccc4)N3N2)ccc1O (stereo not given),3,-7,nt
Cn1nccc1C(=O)Nc1ccc(Cl)cc1,-5,-4,-8
Cc1nc(SCC(=O)N2CCc3ccccc32)c2oc3ccccc3c2n1,-8,-8,nt
CCOC(=O)c1cc(C(C)(C)C)n(C2CCN(C(=O)c3ccc(Cl)c(Cl)c3)CC2)n1,6,-3,-6
COc1ccccc1CNc1nc2c(-c3ccccc3)nnn2c2ccccc12,-9,-8,-6
CCOC(=O)c1cc(-c2ccc(CC)cc2)n(C2CCN(C(=O)c3ccc4c(c3)OCO4)CC2)n1,-13,5,2
Cc1ccn(CC(=O)N2CCCC(C(=O)c3ccc4c5c(cccc35)CC4)C2)n1 (stereo not given),6&2,-7&-1,-2
CCOc1ccc(C2=CSC3=NCCN23)cc1Cl,0,-12,nt
O=C(NCCCc1ccccc1)C1CCN(S(=O)(=O)c2ccccc2C(F)(F)F)CC1,-1,-5,nt
O=C(Nc1n[nH]c(C(F)(F)F)n1)c1cc(Br)ccc1F,6,0,nt
CCCCN(CC(=O)N(CCc1c[nH]c2ccccc12)Cc1ccc(Cl)c(Cl)c1)C(=O)COC,nt,-10,-5
CCCCc1nc(CN2CCC(C(=O)NC)CC2)cs1,-2,4,-4
Cc1cc(-n2nc(C)cc2C)n2nc(C)c(-c3ccc(Cl)cc3)c2n1,-2,-3,-6
CS(=O)(=O)c1ccccc1NCC(O)c1ccccc1F (stereo not given),1,-6,nt
CCn1ccnc1CN1CCN(C(C)C)C(CCO)C1 (stereo not given),0,-4,nt
COc1cc(OC)nc(C(NC(=O)C2CCN(CCN3C(=O)c4ccccc4C3=O)CC2)c2ccc(F)cc2)n1 (stereo not given),5,-3,-4
CN(CCC#N)C(=O)CN1CCn2c(nnc2C2CC2)C1,6,4,nt
COCCN(CC(=O)N1CCc2sccc2C1c1ccccc1C)C(=O)COc1ccccc1 (stereo not given),-6,-3,-4
CCc1nn(C)c(Cl)c1CN1CCCC1c1ccc(F)cc1 (stereo not given),-3,-4,nt
O=C(CC1CSc2nccc(=O)n21)Nc1ccccc1F (stereo not given),-2,-4,nt
O=C(Nc1ccc(F)cc1)c1ccc(CSc2nc(N3CCN(Cc4ccccc4)CC3)cc(C(F)(F)F)n2)o1,4,0,1
CCOC(=O)c1c(NC(=O)C(F)(F)C(F)F)c(-c2ccc(OC)cc2)cn1Cc1ccccc1,21,-3,-5
COc1cc(/C=C2\SC(=S)N(C(CC(=O)O)C(=O)O)C2=O)ccc1O (stereo not given),68*,-6,4
COc1ccccc1NC(=O)C1CCCCC1C(=O)N1CCC(C#N)(c2ccccc2)CC1 (stereo not given),-8,-4,nt
CCCCc1nc2ccccc2n1CC(O)c1ccccc1F (stereo not given),10,2,nt
# Continuation.
SMILES,NPYLR7 agonist,hcGAS lum,mcGAS inh
CCOCCn1nc(C)cc1C(=O)N1C[C@@H]2[C@@H]3CC[C@@H](C3)[C@@H]2C1,1,-3,nt
COCC1C(=O)OC2/C=C(\C=O)CCC3OC3(C)CC(O)C21 (stereo not given),-10,1,0
NC(=O)C1(NCc2nnc(-c3ccc(F)cc3)o2)CCCCC1,-1,-9,-11
Cc1ccc(CNC(=O)Cn2c(CO)cnc2SCCc2ccccc2)cc1,6,1,nt
CC(=O)Nc1cncc(-c2ccc(F)c(Cl)c2)n1,-1,8,nt
COc1ccccc1-c1cc(C(=O)N2CCN(C/C=C/c3ccccc3)CC2)n2nc(-c3ccc(Cl)cc3)cc2n1,13,-9,-8
COc1cc(N(C)CCc2ccncc2)ncn1,-6,0,-11
O=C(c1cn(C2CCCCC2)nn1)N1CCS(=O)(=O)CC1,nt,-5,-3
COc1ccc(C)c2sc(N(CCCN(C)C)C(=O)CS(=O)(=O)c3ccc(C)cc3)nc12,1,-3,-7
CCC(C(=O)Nc1c(C(=O)Nc2ccc([N+](=O)[O-])cc2)oc2ccccc12)c1ccccc1 (stereo not given),4,-2,-2
COc1ccc(-c2cc(N)n(-c3ccc(C(=O)N4CCC(O)(Cc5ccccc5)CC4)cc3)n2)cc1,-8,0,-1
CCOC(=O)[C@H]1C[C@]2(CCCCN(CCOC)C2=O)N(C(=O)c2ccc(F)cc2)[C@H]1c1ccco1,2,-6,-6
CC(C)(C)c1csc(CN2CCN(CC(=O)Nc3nc4ccccc4s3)CC2)n1,-18,1,23
O=C1NC(CCc2ccccc2)(C2CCNCC2)C(=O)N1Cc1cnccn1 (stereo not given),3,-3,-16
COc1cccc(C(C)N(C)Cc2nc(Cc3cccc(F)c3)no2)c1 (stereo not given),-1,3,-2
